High-throughput results deposited in PubChem by several laboratories.
NF-kB neuron act – activators of NF-kB expression in neurons, primary screen, cell-based, HTS; human neuronal cells, NF-kB reporter expression; stronger effect = higher value; fold change at 12.5 µM; 190,000 compounds, 1.6% hits; AID 1239, 2008; in the data active means fold change above about 3.3
APP 5'UTR act – activators of APP 5'UTR luciferase reporter, primary screen, SH-SY5Y cells; SH-SY5Y APP 5'UTR luciferase reporter, luminescence; zero percent = DMSO vehicle wells; activation, % at 2 µM; 190,000 compounds, 1% hits; AID 1276, 2008;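 active means activation above a set limit, based on mean plus 3 SD of controls, cut at about 140% in these data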; further: values of inactives mirror those of a sister screen read the other way
STAT3 activator – IL-6 driven STAT3 reporter potentiators, primary screen, U3A cells, luciferase, luminescence, MLSCN library; IL-6 STAT3-luciferase reporter; 100% = signal with IL-6 EC80 alone; AID 871, 2007; activation (% of control), % at 5.6 µM; 190,000 compounds, 0.91% hits;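 active means activation above the screen-wide mean of compound activation plus 3 SD, cut at about 130% in these data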;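 further: 0% = background luminescence of wells with medium and substrate only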
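Material: human STAT1-deficient U3A cells with stable STAT3-luciferase reporter / Probe or stimulus: IL-6 stimulus at 33 ng/mL final / Schedule: 1 h compound pre-exposure, 6 h IL-6 stimulation, 37 °C / Technique: luminescence / Read-out basis: percent of IL-6-only median luminescence / Control set: IL-6-only high control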
STAT1 inh – STAT1 signaling inhibitors, primary screen, cell-based, HTS, luciferase reporter. NIH 3T3 STAT1-luciferase reporter, IFN-gamma, luminescence. 200,000 compounds, 0.35% hits. inhibition, % at 5.5 µM. AID 920, 2007;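 active means inhibition above a set limit, the mean inhibition across all tested compounds plus 3 SD, cut at about 34% in these data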;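 further: 0% = IFN-gamma with DMSO and 100% = IFN-gamma with 300 µM nifuroxazide; values of inactives mirror those of a sister screen read the other way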
DTT redox prof – compounds producing H2O2 with reducing agent – biochemical, NIH compound library profiling, artefact control for MLSCN library redox annotation, primary screen; DTT-dependent redox cycling H2O2, phenol red/HRP absorbance; 100% = 100 µM peroxide control, 0% = buffer; activation, % at 10 µM; 200,000 compounds, 0.03% hits; AID 878, 2007;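 active means activation of at least 50% relative to the plate's high and low controls in the primary single-dose screen; inactive means activation below 50%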;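 further: compound incubated with DTT at 0.8 mM final as the reducing agent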
STAT3 inh – IL-6 driven STAT3 reporter inhibitors, primary screen, U3A cells, luciferase, luminescence, MLSCN library; 190,000 compounds, 0.89% hits; inhibition, % at 5.5 µM; IL-6 STAT3-luciferase reporter; host cell line lacks STAT1;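 active means inhibition above the mean inhibition across all screened compounds plus 3 SD, cut at about 44% in these data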;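 further: 0% = DMSO only wells and 100% = 100 µM nifuroxazide control wells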
STAT1 act – STAT1 signaling activators, primary screen, cell-based, HTS, luciferase reporter; NIH 3T3 STAT1-luciferase reporter, IFN-gamma, luminescence; 100% = IFN-gamma alone, no compound; activation (% of control), % at 5.5 µM; 200,000 compounds, 2.6% hits; AID 932, 2007;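 active means activation above the screen-wide mean activation plus 3 SD, cut at about 130% in these data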;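 further: raw ratio to IFN-gamma control signal so 100% means no change and 0% no light; values of inactives mirror those of a sister screen read the other way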
Hsp70 activator – Hsp70 transcriptional activators, primary screen, cell-based, HeLa, Hsp70 promoter luciferase, luminescence, 10 µM; 200,000 compounds, 0.04% hits; HeLa Hsp70 promoter luciferase reporter; scaled: vehicle 0, proteasome-inhibitor control 100%; activation, % at 10 µM;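 active means activation above the mean across all tested compounds plus 3 SD, cutoff set per campaign, cut at about 5.5% in these data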;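 further: 100% = MG132 at 30 µM as the positive control and 0% = DMSO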
TLR4 MyD88 comp – inhibitors of TLR4-MyD88 association in cells, primary screen, cell-based, HeLa CL3-4, BLA complementation, FRET ratio. Toll-like receptor 4 (Homo sapiens) + Myeloid differentiation primary response protein …. HeLa CL3-4 TLR4/MyD88 BLA complementation. inhibition, % at 8.4 µM. 200,000 compounds, 0.18% hits; in the data active means inhibition above about 25%;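 further: 0% = vehicle and 100% = reference inhibitor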
Target sequence (O00206 whole entry, looked up): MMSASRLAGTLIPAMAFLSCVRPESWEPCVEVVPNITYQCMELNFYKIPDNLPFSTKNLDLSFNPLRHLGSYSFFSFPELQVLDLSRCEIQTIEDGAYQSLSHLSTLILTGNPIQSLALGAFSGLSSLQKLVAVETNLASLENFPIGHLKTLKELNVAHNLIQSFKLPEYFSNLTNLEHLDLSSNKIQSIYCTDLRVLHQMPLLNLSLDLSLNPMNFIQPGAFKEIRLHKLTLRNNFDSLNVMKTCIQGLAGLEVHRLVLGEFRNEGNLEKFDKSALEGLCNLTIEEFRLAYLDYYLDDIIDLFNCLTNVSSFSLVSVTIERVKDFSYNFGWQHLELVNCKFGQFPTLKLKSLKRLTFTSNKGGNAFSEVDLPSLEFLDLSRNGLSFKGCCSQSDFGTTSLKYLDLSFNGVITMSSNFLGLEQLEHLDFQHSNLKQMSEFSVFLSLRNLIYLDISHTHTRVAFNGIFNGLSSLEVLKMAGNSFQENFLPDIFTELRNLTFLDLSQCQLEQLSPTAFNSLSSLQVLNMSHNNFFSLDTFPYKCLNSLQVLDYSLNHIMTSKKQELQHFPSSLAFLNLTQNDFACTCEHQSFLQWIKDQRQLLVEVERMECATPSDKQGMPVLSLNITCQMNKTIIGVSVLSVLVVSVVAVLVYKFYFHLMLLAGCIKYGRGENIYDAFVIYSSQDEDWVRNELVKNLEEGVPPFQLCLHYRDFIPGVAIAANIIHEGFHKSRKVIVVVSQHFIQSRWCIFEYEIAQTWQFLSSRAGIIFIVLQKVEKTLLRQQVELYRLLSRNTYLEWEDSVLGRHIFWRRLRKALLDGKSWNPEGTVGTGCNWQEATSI
Target sequence (Q99836 whole entry, looked up): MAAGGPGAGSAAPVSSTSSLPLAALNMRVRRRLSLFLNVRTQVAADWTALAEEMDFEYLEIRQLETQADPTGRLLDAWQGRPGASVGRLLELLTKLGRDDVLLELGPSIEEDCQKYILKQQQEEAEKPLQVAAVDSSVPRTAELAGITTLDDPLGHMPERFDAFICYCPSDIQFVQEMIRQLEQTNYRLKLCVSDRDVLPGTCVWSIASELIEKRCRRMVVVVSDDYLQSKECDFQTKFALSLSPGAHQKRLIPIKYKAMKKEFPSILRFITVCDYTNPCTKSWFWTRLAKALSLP
Efa HMGR inh – inhibitors of E. faecalis class II HMGR, primary screen, biochemical, Enterococcus faecalis. HMG-CoA reductase (Enterococcus faecalis, mvaE). purified E. faecalis HMGR, NADPH absorbance 340 nm kinetic. inhibition, % at 10 µM. 190,000 compounds, 0.41% hits;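 active means inhibition above a set limit, the median over all tested compounds plus 3 SD, cut at about 9.5% in these data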;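 further: enzyme runs in reverse so mevalonate oxidation gives rising NADPH absorbance; 0% = complete reaction with DMSO and 100% = background rate lacking mevalonate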
Active calls of the source: *; x = not tested or not shown.

item	Compound	NF-kB neuron act	APP 5'UTR act	STAT3 activator	STAT1 inh	DTT redox prof	STAT3 inh	STAT1 act	Hsp70 activator	TLR4 MyD88 comp	Efa HMGR inh
1	CC1(C)C(C=C(Cl)Cl)C1C(=O)N(Cc1ccccc1Cl)C1CCS(=O)(=O)C1 (configuration not stated)	0.85	-10	107	-1	-0.1	-7	100	-0.2	6	1
2	O=C(O)c1ccccc1NC(=O)N1CCOCC1	1.4	2	104	-2	0.4	7	101	0.0	-12	-5
3	COc1ccc(/C=C2/SC(=O)N(CC(=O)NCCC(C)C)C2=O)cc1OC	1.1	0	107	3	-1.2	-6	97	-0.2	5	-2
4	CCOC(=O)CNC(=O)CSc1nnc(-c2cccc(C)c2)n1-c1ccc(OC)cc1	1.2	4	104	2	0.8	5	98	-0.4	0	-1
5	C#CC(CC)(CC)NC(=O)c1ccc(Br)s1	1.1	9	86	3	-0.4	21	95	-0.2	8	-8
6	Cn1c(SCC(=O)N2CCCc3ccccc32)nc2ccccc2c1=O	0.61	-7	49	30	-0.3	62*	71	-0.4	-10	-1
7	Cc1ccc(C(=O)c2coc3ccc(OCC(=O)O)cc23)cc1	1.1	-8	95	4	0.0	8	97	0.4	-5	-11
8	CC(C)C1N=C2c3ccccc3N=C(SCC(=O)c3ccc(O)c(O)c3)N2C1=O (configuration not stated)	0.57	22	97	3	1.2	13	97	-0.1	-6	0
9	CN1CCN(C(=O)/C=C\c2ccc(Cl)cc2)CC1	1.1	-7	95	-9	-0.6	7	108	-0.4	-2	-2
10	CCOC(=O)c1[nH]c2ccc(Br)cc2c1NC(=O)CNC	0.9	-11	130	-3	0.0	-36	104	0.2	-1	-3
11	COC(=O)c1ccc(OCC(=O)Nc2nn(-c3ccccc3)nc2C(N)=O)cc1	0.67	40	95	-1	-0.8	12	100	-0.2	-1	-2
12	CC1(C)CC(=O)c2cc(OCC(=O)NCc3cccnc3)ccc2O1	1.1	7	100	5	-0.2	2	95	0.1	-6	-8
13	O=C(Cc1cccc2ccccc12)N1CCN(c2ncccn2)CC1	1.1	23	99	-6	-1.2	5	104	0.2	-4	-8
14	O=C(OCC(=O)c1ccc[nH]1)c1ccc(S(=O)(=O)N2CCCCCC2)cc1	1	-3	102	10	-3.4	0	91	-0.5	4	-1
15	S=c1[nH]nc(CN2CCCCC2)n1Cc1ccccc1	1.1	30	106	-9	-1.7	-4	106	0.1	-8	-2
16	C#CCOc1c(Br)cc(/C=N/O)cc1OCC	1.2	12	96	11	0.1	6	87	-0.1	-18	-6
17	CCOC(=O)c1[nH]c2ccc(OC)cc2c1NC(=O)CN1CCSCC1	1.2	1	103	2	2.5	1	98	-0.6	-2	-2
18	Cc1c(C#N)c(N)nc(Cl)c1C#N	2.2	10	107	23	-1.3	-7	79	-0.5	10	-8
19	COc1ccc(NC(=O)CC2C(=O)OCC3CCCCN32)cc1Cl (configuration not stated)	0.91	21	102	-5	0.3	-7	105	-0.3	-3	-6
20	COCCCNC(=O)CCn1c(=O)c2ccccc2n(CC(=O)Nc2ccccc2C)c1=O	1.2	-2	100	5	-0.8	6	96	-0.3	-5	-2
21	CCCn1c(N)c(C(c2ccc(C(=O)OC)cc2)N2CCN(c3ccccc3)CC2)c(=O)[nH]c1=O (configuration not stated)	1	-6	90	10	1.0	21	91	-0.1	-10	0
22	CCOC(=O)C1=NN(c2ccc(OC)cc2)C(c2ccccc2)CC1=O (configuration not stated)	2	13	119	4	0.9	-22	101	-0.3	-2	-3
23	Cn1c(=O)c2c(nc(Cl)n2CC(=O)N2CCCCC2)n(C)c1=O	0.9	15	95	-10	-0.4	8	108	0.0	-4	-1
24	CCOC(=O)c1cnc(SCC(=O)Nc2nc(C)c(C)s2)nc1N	0.96	8	109	2	-0.1	-9	98	-0.1	-11	-13
25	CCc1ccc(N(C(=O)CCC(=O)Nc2cc(C)on2)C(C(=O)NC2CCCC2)c2ccco2)cc1 (configuration not stated)	0.63	-10	95	3	-0.8	8	97	0.1	-12	0
26	Cc1ccc(CCN2CC(C(=O)NCc3cccnc3)CC2=O)cc1 (configuration not stated)	x	-4	102	-4	-0.8	3	103	-0.2	11	x
27	CN(C)NC(=O)C(NC(=O)c1ccccc1)C12CC3CC(CC(C3)C1)C2 (configuration not stated)	0.87	11	106	3	-0.4	-4	97	0.4	0	-4
28	CC(C)(C)c1ccc(/C=N/NC(=O)Cc2c[nH]c3ccccc23)cc1	1.2	3	106	-6	-0.1	-7	106	-0.3	-9	0
29	CCOC(=O)Nc1sc2c(c1C#N)CCC(C)C2 (configuration not stated)	3.9*	92	105	-36	2.7	0	132*	-0.2	-1	4
30	O=C(NCc1ccc2c(c1)OCO2)C1CC(=O)N(C2CCCCCCC2)C1 (configuration not stated)	1.1	1	104	5	0.2	-1	95	-0.4	-13	-2
31	O=C(NNC(=O)C1CC=CCC1C(=O)O)c1ccc(Cl)cc1 (configuration not stated)	1.1	-21	96	-11	-1.4	7	110	-0.2	-11	-3
32	CC(C)(C)NC(=O)CN(C(=O)c1ccc(Cl)nc1)c1cccc2ccccc12	0.94	-19	101	-5	-1.1	1	103	-0.1	-1	-3
33	CC(=O)c1ccc(OCC(C)C)c(CN2CCCCC2)c1	1	-7	97	-3	-1.7	9	103	-0.1	-2	-4
34	O=[N+]([O-])c1ccc(-n2cccn2)c(-c2nn[nH]n2)c1	1.4	-3	98	3	-0.1	7	99	0.3	-9	-1
35	CN(C)S(=O)(=O)c1cccc(-c2nn(-c3ccccc3)cc2/C=C(/C#N)C(=O)NCc2ccco2)c1	1.2	-2	104	-5	3.2	-6	105	-0.1	-12	1
36	CC(C)OP(=O)(Nc1cccc2ccccc12)OC(C)C	0.88	20	102	2	0.8	2	99	-0.3	10	3
37	CCCn1nc2cc(C(=O)NCc3ccc(C)cc3)ccc2c1OCC	1.1	18	94	-1	-5.0	14	101	-0.3	-3	4
38	CCOC(=O)C1=C(O)C(=O)N(c2ccc(S(N)(=O)=O)cc2)C1c1ccc(Cl)cc1 (configuration not stated)	0.92	-2	106	5	2.5	-3	96	-0.4	5	-1
39	CCOC(=O)c1cnn2c(C(F)(F)F)cc(-c3ccccc3)nc12	1.2	12	87	10	-0.9	21	91	-0.5	-6	-8
40	CCc1nc(SCC(=O)c2cccc([N+](=O)[O-])c2)n[nH]1	1.1	8	106	-4	0.5	-5	103	-0.3	11	-1
41	CC1(C)Cc2ccccc2C(NNC(=O)c2cccnc2)=N1	1	x	105	3	0.2	-3	95	0.4	7	-5
42	COc1cc(/C=C(/NC(=O)c2ccccc2)C(=O)Nc2ccc(O)cc2)c([N+](=O)[O-])cc1OC	0.92	13	88	-1	-0.4	13	101	-0.3	10	-1
43	O=C(NNC(=O)[C@@H]1CCCC[C@@H]1C(=O)O)c1cccs1	1.5	33	102	-15	0.6	-2	114	-0.2	9	1
44	CCOc1ccc(/C=N/NC(=O)CC(=O)Nc2ccc(Cl)c(Cl)c2)cc1	1.1	3	90	0	0.3	16	100	-0.2	-6	-15
45	CC(=O)Nc1cccc(OCC(=O)NCCC2=CCCCC2)c1	1.4	15	104	-12	0.1	-4	109	-0.2	0	-1
46	COc1cc(/C=N/N=C2/NC(=O)C(CC(=O)O)S2)ccc1OCc1cccc(Cl)c1 (configuration not stated)	1.8	11	118	-23	-0.2	-14	121	0.1	0	3
47	CCOc1ccc2nc(NC(=O)CS(=O)(=O)c3ccccc3)sc2c1	0.98	-27	100	-15	2.2	3	114	0.3	-4	-6
48	COc1cccc(-c2cc(C(F)(F)F)n3ncc(C(=O)N4CCc5ccccc5C4)c3n2)c1	0.96	-19	92	1	-0.7	14	97	-0.3	-23	-7
49	Cc1cc(C)cc(NC(=O)OCCN2CCN(Cc3ccccc3)CCC2=O)c1	1.1	-4	104	12	0.4	-8	89	0.1	-13	-3
50	Cc1ccc(-c2cc(C(=O)N3CCN(c4ncccn4)CC3)c3ccccc3n2)cc1	0.72	1	94	-19	-0.2	10	117	-0.1	-2	-3
51	N=c1n(Cc2ccccc2)c2ccccc2n1CC(O)c1ccco1 (configuration not stated)	1.1	29	104	8	-0.1	-3	93	0.1	3	-2
52	O=C(c1ccc(COc2c(F)c(F)c(F)c(F)c2F)o1)N1CCN(Cc2ccc3c(c2)OCO3)CC1	0.85	-19	101	3	0.5	3	102	-0.3	10	-9
53	COCCOC(=O)c1c(C)nc(SCC(=O)Nc2ccc(C)cc2)c(C#N)c1-c1ccco1	1.1	-21	105	4	0.9	1	95	-0.2	-20	-6
54	COc1ccc2oc(-c3ccccc3[N+](=O)[O-])cc(=O)c2c1	1.9	-2	108	-16	-1.1	-4	113	0.0	-4	-1
55	Cc1ccc(-c2cc(C(F)(F)F)n3nc(C(=O)N4CCCC4)cc3n2)cc1	x	16	103	-4	2.5	0	103	-0.3	2	x
56	CCCCCNC(=O)c1ccc2c(=O)[nH]c3c(C(=O)NCC4CCCO4)sc(=S)n3c2c1 (configuration not stated)	0.84	1	93	11	0.3	8	90	-0.1	-2	3
57	Cc1cccc(-n2c(CNC(=O)c3ccc(S(=O)(=O)N(C)C)cc3)nnc2SCC(=O)Nc2ccc(F)cc2)c1	1.1	-15	97	9	-0.3	6	92	0.1	-9	-2
58	Cc1nn(C)c(C)c1-c1c(C#N)c(N)nc2c1CCCCCC2	1	15	104	2	-3.4	3	98	-0.4	-3	-1
59	CCCNC(=O)OCc1cccnc1Sc1ccc(C)cc1	1.9	43	108	-23	0.2	-2	121	0.1	-6	0
60	CCc1nnc(NC(=O)c2ccc3c(c2)C(=O)N(CC(C)C)C3=O)s1	1.6	3	106	-4	2.8	-3	103	0.1	6	1

(more compounds)
item	Compound	NF-kB neuron act	APP 5'UTR act	STAT3 activator	STAT1 inh	DTT redox prof	STAT3 inh	STAT1 act	Hsp70 activator	TLR4 MyD88 comp	Efa HMGR inh
61	O=C(CSc1nnnn1C1CCCC1)N1CCCc2ccccc21	1.2	24	101	-4	1.7	4	104	-0.1	-4	-8
62	O=C(NCc1ccc(Cl)cc1Cl)c1ccc2nc[nH]c2c1	1.4	-8	99	-6	-0.1	2	106	0.1	12	-2
63	CCOC(=O)CSc1nnc(CNC(=O)c2ccccc2OC)n1-c1ccc(OC)cc1	0.93	-2	99	0	-0.9	7	100	-0.3	-10	-4
64	CNc1cc(C(F)(F)F)nc(-c2ccccn2)n1	0.95	-3	106	2	2.4	4	98	-0.3	-2	-12
